# Screening results from PubChem.
# CHOP UPR activ: apoptotic UPR (CHOP) activation. AID 449763. CHO-CHOP luciferase reporter, luminescence; percent of tunicamycin response over DMSO baseline. actives 0.34% (n = 330,000). activation, % at 10 µM;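 active = at 10 µM dose, activation of 40% or more, normalized to positive control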;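 note: 100% = tunicamycin at 10 µg/mL and 0% = DMSO alone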
#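 measured by = luciferase luminescence | assay system = CHO-CHOP cells, stable luciferase reporter of PERK-eIF2a-CHOP signalling | amount = 500 reporter cells seeded per well | timing = 6 h compound exposure at 37 °C after overnight seeding | controls = positive tunicamycin 10 µg/mL, negative DMSO alone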
# APJ antagonist: blocks the human apelin receptor APJ. inhibition, % at 20 µM. AID 2521. CHO-K1 APJ beta-arrestin complementation, luminescence. actives 0.32% (n = 330,000);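 active = inhibition above about 40% at 20 µM, limit read from the data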;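 note: cells challenged with 10 nM apelin-13 agonist together with compound; plate controls were apelin-13 plus DMSO wells for no effect and DMSO wells lacking apelin-13 for full effect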
# CXCR6 inh: inhibitors of human CXCR6 receptor | O00574 | CHO-K1 PathHunter CXCR6 beta-arrestin, luminescence | inhibition, % at 20 µM | actives 0.36% (n = 360,000); in the data active = inhibition above about 34%, passing the limit was not always enough;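 note: antagonist mode with CXCL16 agonist at 10 nM final; 0% = 10 nM CXCL16 with DMSO and 100% = unstimulated wells without agonist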
# Mdm2 MdmX PPI: inhibitors of human Mdm2/MdmX interaction. SaOS-2 split-luciferase Mdm2/MdmX complementation, luminescence. inhibition, % at 8 µM. actives 3% (n = 330,000). AID 485346;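 active = inhibition of at least 50% at 8 µM in the primary screen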
# Target sequence (O15151 whole entry, looked up): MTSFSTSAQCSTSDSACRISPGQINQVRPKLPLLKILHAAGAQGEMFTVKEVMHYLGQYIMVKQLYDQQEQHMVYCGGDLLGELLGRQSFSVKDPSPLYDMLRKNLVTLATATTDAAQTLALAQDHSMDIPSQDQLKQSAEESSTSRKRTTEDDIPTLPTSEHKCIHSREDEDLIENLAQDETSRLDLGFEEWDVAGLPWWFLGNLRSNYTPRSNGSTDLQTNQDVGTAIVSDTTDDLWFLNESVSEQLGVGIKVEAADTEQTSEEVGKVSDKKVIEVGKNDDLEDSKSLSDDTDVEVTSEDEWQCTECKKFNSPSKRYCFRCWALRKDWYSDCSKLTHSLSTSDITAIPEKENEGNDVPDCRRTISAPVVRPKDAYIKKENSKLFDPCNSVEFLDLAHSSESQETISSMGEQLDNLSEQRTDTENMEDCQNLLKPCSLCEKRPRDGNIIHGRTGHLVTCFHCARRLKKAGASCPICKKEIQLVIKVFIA
# Target sequence (Q00987 whole entry, looked up): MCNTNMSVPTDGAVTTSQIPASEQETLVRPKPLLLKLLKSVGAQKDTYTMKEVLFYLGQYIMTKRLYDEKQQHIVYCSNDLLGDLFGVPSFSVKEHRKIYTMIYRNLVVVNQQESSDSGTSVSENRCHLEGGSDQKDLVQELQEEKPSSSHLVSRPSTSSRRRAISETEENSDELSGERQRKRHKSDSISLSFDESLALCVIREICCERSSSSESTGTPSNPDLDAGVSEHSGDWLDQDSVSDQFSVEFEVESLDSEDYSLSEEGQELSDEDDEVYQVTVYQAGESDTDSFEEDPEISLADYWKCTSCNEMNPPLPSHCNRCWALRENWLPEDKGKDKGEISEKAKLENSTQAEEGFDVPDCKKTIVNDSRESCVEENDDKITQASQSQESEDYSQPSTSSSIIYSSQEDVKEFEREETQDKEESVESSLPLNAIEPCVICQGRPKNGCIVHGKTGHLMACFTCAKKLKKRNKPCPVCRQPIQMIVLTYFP
# XBP1 UPR activ: activators of adaptive arm of unfolded protein response (XBP1); CHO-XBP1 luciferase reporter, IRE1-XBP1 UPR activation, luminescence; percent of tunicamycin response, DMSO as zero; activation, % at 20 µM; actives 0.33% (n = 330,000);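 active = versus positive control, 20 µM dose yields 30% or more activation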;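 note: 100% = tunicamycin at 10 µg/mL and 0% = DMSO only wells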
#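 Signal: luciferase luminescence; Assay system: CHO-XBP1 luciferase reporter cells; Amount: one thousand reporter cells per well; Dosing: 20 µM single concentration, DMSO 1%; Benchmarks: high control tunicamycin 10 µg/mL final, low control DMSO vehicle only; Schedule: 6 h compound exposure at 37 °C, 5% CO2; Evaluation: percent activation relative to tunicamycin reference.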
# EBI2 block: blocks human EBI2 receptor beta-arrestin signaling; P32249; EBI2 beta-arrestin recruitment, luminescence, 7a,25-OHC stimulated; inhibition, % at 5 µM; actives 0.81% (n = 360,000); AID 651636; in the data active = inhibition above about 38%;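 note: enzyme fragment complementation signal reports receptor beta-arrestin coupling in cells; 0% = agonist plus DMSO wells and 100% = wells without agonist; some results beyond the cut were filed as inactive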
# APJ ag: APJ receptor agonism | CHO-K1 APJ PathHunter beta-arrestin, luminescence; 0% DMSO wells, 100% apelin | activation, % at 20 µM | actives 0.11% (n = 330,000);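 active = activation more than six SD over the plate average, tested at 20 µM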;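 note: 0% = DMSO alone and 100% = apelin-13 at 10 nM; some results filed as inactive read as strong as hits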
#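 Material: CHO-K1 APJ beta-arrestin complementation cell line; Input: cell density 1000 per well; Incubation: compound stimulation 90 min at 25 °C, detection 60 min; Signal: luminescence from split beta-galactosidase complementation, Galacton Star/Emerald II substrate; Controls: DMSO-only wells as negative, 10 nM Apelin-13 as positive control.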
# tim23-1 inh: inhibits growth of tim23-1 mutant yeast. actives 1.3% (n = 330,000). AID 463212. S. cerevisiae tim23-1 growth, BacTiter-Glo luminescence, 24 h. inhibition, % at 20 µM;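 active = growth inhibition of the mutant yeast at or above 50%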;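 note: temperature-sensitive mutant grown at 25 °C; plate controls were DMSO-treated mutant yeast for no effect and medium wells lacking yeast for full effect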
# CCR6 antag: CCR6 (human) receptor antagonism. AID 493098. inhibition, % at 20 µM. actives 0.49% (n = 340,000). CHO-K1 CCR6 PathHunter beta-arrestin, luminescence, CCL20-stimulated. P51684;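 active = compounds whose inhibition of the agonist-driven luminescence signal at 20 µM reaches about 50%, limit read from the data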;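 note: cells stimulated with CCL20 at 14 nM final; plate controls were DMSO with CCL20 for no effect and DMSO without agonist for full effect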
# * = called active by the depositor; x = not tested or not shown. Some of the compounds tested; count on the stated rates, not on these rows.
nr	compound	APJ ag	XBP1 UPR activ	tim23-1 inh	APJ antagonist	Mdm2 MdmX PPI	CXCR6 inh	CCR6 antag	CHOP UPR activ	EBI2 block
1	COc1ccc2c(Cl)c(C(=O)N/N=C3\CCCC(=O)C3)sc2c1	-1	2	19	-9	-38	11	1	3.7	3
2	COC(=O)C1=C(C)N(Cc2ccc3c(c2)OCO3)C(=O)C1	-1	-5	1	-17	7	4	4	0.3	2
3	CCC(=O)Nc1ccc(C2=Nn3c(nnc3C(C)C)SC2)cc1	0	3	-9	9	-16	0	6	-1.6	-4
4	Cc1ccoc1C(=O)N1CCCCC1C(=O)O (stereo unspecified)	-2	-2	3	-1	21	-1	11	0.5	-12
5	CCOC(=O)N1CCN(C(=O)c2cn(C)c3ccc(S(=O)(=O)N4CCC(C)CC4)cc3c2=O)CC1	-3	-3	8	2	14	3	-1	1.5	2
6	O=C(Cc1c(F)cccc1Cl)Nc1ccccc1C(=O)N1CCOCC1	-4	-2	-8	7	7	-2	-6	1.4	-7
7	FC(F)Oc1ccccc1/C=N/n1cnc2ccccc21	-4	4	20	-3	-16	50*	0	3.5	-1
8	O=C(NCc1nnc(SCc2ccccc2)n1-c1ccccc1)C12CC3CC(CC(C3)C1)C2	-3	-3	20	-9	28	10	7	2.3	-1
9	COc1ccc(C2C(C#N)=C(N)OC3=C2C(=O)CCC3)cc1Cn1cc([N+](=O)[O-])cn1 (stereo unspecified)	-3	2	1	3	25	-2	4	-1.0	2
10	O=C(O)c1ccc(NC(=S)NC(=O)c2ccc3ccccc3c2)cc1	-11	-1	-3	-21	6	21	32	2.0	-9
11	O=C(NCCc1ccccn1)c1cccc(S(=O)(=O)N2CCc3ccccc32)c1	-1	0	7	15	0	10	1	0.9	8
12	Cc1cc(C)c(NC(=O)CNC(=O)c2ccccc2OCc2c(C)noc2C)c(C)c1	-5	0	-10	3	23	-5	12	0.0	-6
13	C=CC[C@]12CC=CC(=O)[C@@]1(O)O[C@H](c1ccc(OC)c(OC)c1)[C@H]2C	-1	-1	47	13	50*	-6	-4	7.7	16
14	Cc1ccc(NC(=O)Cc2nnc(SCC(=O)Nc3nncs3)n2C)c(C)c1	0	-2	-3	11	-19	-2	0	-3.8	1
15	CCOc1ccccc1/C=c1\sc2ncnn2c1=O	1	-1	60*	-2	-11	10	3	-0.5	-6
16	O=C(CCc1nnc(Cc2c[nH]c3ccccc23)o1)NCC1CC12CCCCC2 (stereo unspecified)	-3	1	16	7	-9	7	15	-0.2	5
17	Cc1nn(-c2ccc(C(=O)O)cc2)c(=O)c2ccccc12	4	-1	6	7	8	-1	-13	-1.3	-20
18	Cc1cc(=O)[nH]c2ccc(S(=O)(=O)N3CCOCC3)cc12	3	-3	-10	11	18	-3	2	-0.8	-4
19	CCOc1ccc(OCC)c(-c2c(=O)n(OCc3ccc(Cl)cc3)c3ccccc3[n+]2[O-])c1	-2	-2	29	6	-6	-1	-12	10	-11
20	CN(c1ccccc1)S(=O)(=O)c1cccc(C(=O)NCCc2c[nH]c3ccccc23)c1	0	-2	5	9	25	-9	22	-1.3	48*
21	O=C(Nc1cc(F)ccc1F)C1CCCN(c2ncnc3c2nc2n3CCCCC2)C1 (stereo unspecified)	3	-5	29	16	6	-4	17	-0.1	8
22	O=c1c(Cl)c(NCc2ccccc2)cnn1C12CC3CC(CC(C3)C1)C2	-1	0	42	6	36	-1	9	1.2	-8
23	Cc1ccnn1-c1ccc(C(=O)NCc2ccccc2CN2CCOCC2)cc1	-6	-2	31	9	16	2	9	0.3	5
24	CCOC(=O)C1=CN(Cc2cccc(-c3cccnc3)c2)S(=O)(=O)N(CC)C1C (stereo unspecified)	x	2	41	x	-2	-1	15	5.8	19
25	O=C(O)c1c(N2CCCCC2)ccc([N+](=O)[O-])c1N1CCCCC1	1	-1	10	1	12	-4	-3	-0.8	5
26	CN1CCC/C1=C1/C(=O)N(c2ccccc2)N=C1NC(=O)Nc1cccc(Cl)c1	-1	-2	3	-6	-15	0	15	1.7	8
27	CC1=C(C)[N+](=O)C2(O)CCCCC2(C)N1[O-] (stereo unspecified)	-1	-3	0	-18	12	-8	12	-2.7	5
28	COc1ccc2c(c1)CCc1c-2nc2ccccc2c1N1CCOCC1	5	2	35	-8	-17	7	-6	19	-8
29	COCc1cc(C)n(CC(=O)Nc2ccc(Cl)cc2Cl)c(=O)c1C#N	-2	0	-4	16	-16	4	-1	-0.1	-10
30	COc1ccc(C(=O)CC(=O)C(=O)Nc2ccccc2OC)cc1	-1	0	23	6	17	6	24	1.0	-8
31	CC(C(=O)NC1CCCC1)N(Cc1ccc2c(c1)OCO2)C(=O)c1snc(C(N)=O)c1N (stereo unspecified)	1	0	2	0	26	12	2	-0.6	0
32	Cc1cc(NC(=O)C2CC2)n(-c2nc3ccccc3s2)n1	-3	-3	17	-6	17	12	4	1.1	13
33	O=C(O)C1CC=CCC1C(=O)c1ccccc1 (stereo unspecified)	-3	0	-6	-3	7	-4	-7	0.6	6
34	CN(C)S(=O)(=O)c1cccc(NC(=S)N/N=C/c2cccc(O)c2)c1	1	1	3	5	-48	-10	-5	1.2	-11
35	O=C(O)c1sccc1NC(=O)c1c(Cl)cccc1Cl	0	-5	9	-6	-20	4	-2	0.5	-3
36	O=C(O)Cn1cc2c(n1)CCCCC2	-2	-7	-2	9	-4	3	6	1.2	-10
37	CCN(CC)S(=O)(=O)c1ccc2oc(C(=O)NCc3ccc(F)cc3)c(C)c2c1	0	-1	32	-1	42	5	11	-1.3	50*
38	COc1ccc(OC)c(/C=N/NC2=NS(=O)(=O)c3ccccc32)c1	-3	7	-2	4	-8	-10	-2	-2.0	-2
39	Cc1ccc(C(=O)NC(=S)Nc2c(C)ccc3nsnc23)cc1	-5	-2	34	6	25	4	14	-0.9	-6
40	Cc1nc(S/C(=C/c2ccc(-c3cccc(Cl)c3)o2)C(=O)O)n[nH]1	-4	14	-22	-4	16	-2	9	-0.2	-4
41	COc1ccccc1C(=O)N/C(=C\c1cn(C)c2ccccc12)C(=O)NCCCn1ccnc1	-2	-5	0	4	9	1	1	-1.7	-9
42	CCOc1ccccc1NC(=O)NC1CCCCCCC1	-4	1	6	11	24	5	6	0.1	-11
43	CSCCC(NS(=O)(=O)c1ccc2c(c1)OCCO2)C(=O)NCCc1ccccn1 (stereo unspecified)	-4	0	4	-3	0	-8	7	-1.7	-4
44	O=C(NC(=S)N1CCCC1)c1ccccc1F	-4	2	8	21	-2	16	-5	1.0	-6
45	COc1ccccc1CC(=O)Nc1cccc2ccccc12	2	-6	9	-11	10	1	15	0.0	-1
46	Cc1ccc(C2=C(O)c3ccccc3C(=O)C2=O)cc1	-3	-4	2	7	20	15	15	2.2	-8
47	C#CCOCCOCCOCCNc1nc(N2CCN(C(=O)[C@H](CCCN=C(N)N)n3cc(C(N)[C@@H](C)CC)nn3)CC2)nc(N2CCN(C(=O)[C@H](CCC(=O)O)n3cc([C@@H](N)CC(N)=O)nn3)CC2)n1 (stereo partly specified)	-2	-1	-2	2	-10	2	6	-0.9	-4
48	COCCn1c(=S)[nH]c2cc(C(=O)N3CCN(Cc4ccc5c(c4)OCO5)CC3)ccc2c1=O	-2	1	6	-6	27	-4	3	-2.4	-15
49	CCCCc1n[nH]c2c1C(=O)CC(C)(C)C2	-2	-2	20	6	16	-2	-4	0.8	-6
50	CC1(C)C2CCC1(CS(=O)(=O)NCc1ccc(C(=O)O)cc1)C(=O)C2 (stereo unspecified)	-2	1	20	-8	-12	-12	-4	0.8	-9

# Carrying on.
nr	compound	APJ ag	XBP1 UPR activ	tim23-1 inh	APJ antagonist	Mdm2 MdmX PPI	CXCR6 inh	CCR6 antag	CHOP UPR activ	EBI2 block
51	Cc1ccc(C)c(N2CCN(CCCc3ccccc3)CC2)c1	-5	-5	15	7	11	-4	12	0.7	4
52	C=CCn1c(=S)sc2c(=O)[nH]c(C)nc21	-4	1	-16	-23	13	-4	-18	-0.9	-11
53	Cc1nn(C)c(NC(=O)c2ccccc2Cl)c1Br	-4	3	15	7	-3	-6	4	0.0	-6
54	Cc1ccc(NC(=O)N2CCN(S(=O)(=O)c3ccccc3)CC2)cc1	5	-4	33	-24	-3	-13	-6	-0.7	25
55	O=C(C1CCN(c2ncnc3c2nc2n3CCCCC2)CC1)N1CCN(c2cccc(Cl)c2)CC1	0	-1	26	4	36	-4	19	11	6
56	Oc1ccc(C[C@H]2CNC(=S)N2CCc2cc(C(F)(F)F)cc(C(F)(F)F)c2)cc1	2	0	4	-49	4	6	10	1.1	13
57	CC(=O)Nc1ccc(-c2csc(NC(=O)CN3C(=O)NC4(CCCC4)C3=O)n2)cc1	-1	-1	-14	-32	30	0	6	-0.6	-8
58	COc1ccc(CN2CCC(Oc3ccc(C(=O)N4CCCCC4)cc3)CC2)cc1C	-7	-4	-6	-28	9	5	16	0.7	7
59	CN(C)CCNC(=O)CCCNC(=O)Cn1cnc2sc3c(c2c1=O)CCCC3	5	0	8	-8	-26	6	3	0.6	4
60	COC(=O)CCCC1=CC2=CC(=O)C(C)(O)C(=O)C2=CO1 (stereo unspecified)	-3	-3	-12	9	-6	x	x	0.0	x
61	CC(Sc1nnc(COc2ccccc2)n1Cc1ccccc1)C(=O)O (stereo unspecified)	0	3	5	-13	24	8	-2	3.6	3
62	COc1ccccc1C1(CCN=Cc2ccc(N(C)C)cc2)CCOC(C)(C)C1 (stereo unspecified)	-1	0	3	17	-3	-6	9	-0.6	5
63	N#CCOC(=O)/C=C/c1ccc2c(c1)OCO2	0	2	6	19	11	-6	-3	-0.3	3
64	COc1ccc2oc(C(=O)OCC(=O)N(CC(C)C)c3c(N)n(Cc4ccccc4)c(=O)[nH]c3=O)c(C)c2c1	4	-2	-5	5	42	12	-1	-0.3	-11
65	COC(=O)CN1C(=O)[C@H]2[C@@H](C3CC3)N3C(=O)CN(CCO)C(=O)[C@@]3(Cc3ccccc3)[C@H]2C1=O	-1	-2	-10	-38	13	3	-5	0.1	-1
66	COc1ccc(CCNC(=O)N2CCOCC2)cc1	-3	-1	1	20	25	2	-6	-1.1	-8
